TSHR antag = Antagonists of the Thyroid Stimulating Hormone Receptor: HTS campaign. Thyrotropin receptor (Homo sapiens), P16473. TSHR-expressing cells, TSH-stimulated cAMP HTRF, 2 h; hits give low values. activity change, negative = inhibition, % at 11.5 µM. 330,000 tested, 0.2% active;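 active means activity change below a set negative limit, meaning inhibition stronger than a set level, cut at about -70% in these data; inconclusive means activity change between two set negative limits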; further: on the % scale 0 is the no-effect control and ±100 the full control effect
Target sequence (P16473 whole entry, looked up): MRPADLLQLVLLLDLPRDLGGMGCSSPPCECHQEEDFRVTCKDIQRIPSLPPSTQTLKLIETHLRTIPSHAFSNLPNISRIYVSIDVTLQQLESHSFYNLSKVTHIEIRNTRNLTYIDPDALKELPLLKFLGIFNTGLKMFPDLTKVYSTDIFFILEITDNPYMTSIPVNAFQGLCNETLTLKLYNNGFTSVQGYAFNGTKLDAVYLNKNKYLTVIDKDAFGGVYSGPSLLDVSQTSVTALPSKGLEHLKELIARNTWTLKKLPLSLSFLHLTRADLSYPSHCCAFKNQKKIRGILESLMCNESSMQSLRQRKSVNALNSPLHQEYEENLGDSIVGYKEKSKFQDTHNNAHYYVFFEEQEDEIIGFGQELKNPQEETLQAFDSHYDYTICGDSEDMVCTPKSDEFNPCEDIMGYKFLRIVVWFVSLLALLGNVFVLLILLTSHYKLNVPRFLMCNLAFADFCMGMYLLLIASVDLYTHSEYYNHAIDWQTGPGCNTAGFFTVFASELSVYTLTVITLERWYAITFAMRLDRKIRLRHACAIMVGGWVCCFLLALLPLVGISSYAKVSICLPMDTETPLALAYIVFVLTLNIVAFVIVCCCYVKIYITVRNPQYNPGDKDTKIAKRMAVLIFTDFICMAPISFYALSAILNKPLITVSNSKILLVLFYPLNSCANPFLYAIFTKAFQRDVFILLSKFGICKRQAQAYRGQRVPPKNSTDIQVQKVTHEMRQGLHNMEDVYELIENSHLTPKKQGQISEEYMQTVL
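Antagonism was scored as loss of TSH-driven cAMP in TSHR cells, stimulated with 4nM TSH (EC80) for 2 hours at 37 deg C and detected by homogeneous HTRF competition immunoassay.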
Eya2 inh = qHTS Assay for Inhibitors of the Phosphatase Activity of Eya2; recombinant Eya2, OMFP fluorescence dephosphorylation (OMFP is methylfluorescein phosphate); Potency, µM (top dose mostly 76.9 µM), without a hit: at the highest dose activity, negative = inhibition, most hits filed as inhibitors; 330,000 tested, 0.006% active; AID 488837, 2010; further: potency means the concentration at half of the fitted maximal effect; on the % scale 0 is the no-effect control and ±100 the full control effect
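Eya2 protein (added as 0.2 uM solution) was preincubated with compound for 10 min at ambient temperature in 50 mM HEPES pH 7.5, 50 mM NaCl, 5 uM MgCl2, 0.05% BSA, 1 mM DTT. OMFP (added at 50 uM) then reacted 10 min; fluorescence read at 485/525 nm.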
ELG1 repair inh = qHTS screen for small molecules that inhibit ELG1-dependent DNA repair in human embryonic kidney (HEK293T) cells expressing luciferase-tagged ELG1. HEK293T ELG1-luciferase reporter, luminescence, 16 h; DNA damage induced by 5-fluorouridine. Potency, µM (doses to about 46.1 µM), for the others: at the top dose activity change, negative = inhibition, most hits filed as inhibitors. 330,000 tested, 2.3% active; further: potency means the concentration at half of the fitted maximal effect; on the % scale 0 is the no-effect control and ±100 the full control effect; nearly all actives have a fitted effect of over 55% in size
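Quantitative HTS, concentration-response format. 2,000 cells/well co-treated with 5-fluorouridine and compound, 16 hr in 5% CO2 at 37 °C; ONE-Glo luminescence read after 30 min.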
TCR act = Activators of T cell receptors: qHTS campaign | primary human leukocytes, anti-CD3, IL-2 HTRF, 48 h | Potency, µM (series often up to 9.22 µM), for inactives: top-dose activation of IL-2 secretion, most hits filed as activators | 330,000 tested, under 10 active; further: % of control where 0% means no effect
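TCR engagement came from a-CD3 beads alone, with compounds added to primary human leukocytes for 48 hr. Secreted IL-2 bridged europium cryptate- and d2-labelled anti-IL-2 antibodies, giving FRET emission at 665nm after 320nm excitation.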
USP2a block = qHTS Assay for Inhibitors of Ubiquitin-specific Protease USP2a Using CHOP2 as the Reporter | USP2 core, Ub-CHOP2 coupled fluorogenic reporter, 485/531 | Ubiquitin carboxyl-terminal hydrolase 2 (Homo sapiens), O75604 | AID 463254, 2010 | Potency, µM (series often up to 38.3 µM), for the others: at the highest dose activity change, negative = inhibition, actives largely listed as inhibitors | 330,000 tested, 0.01% active;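 further: potency means the concentration at half of the fitted maximal effect; plate controls were DMSO wells for no effect and full inhibition by NEM control for full effect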
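Deubiquitinase activity read as fluorescence (485/531 nm) after Ub-CHOP2 cleavage activates the enterokinase reporter on its substrate; USP2 core 10nM, Ub-CHOP2 and substrate 25nM each, 30min compound preincubation then 60min RT; data normalized to NEM, curves fitted.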
TRPV1 ag = HTS Assay for Compounds that Act as Agonists of the Vanilloid Receptor 1 | Transient receptor potential cation channel subfamily V member 1 (Homo sapiens), Q8NER1 | TRPV1-expressing cells, Fluo-8 calcium influx, agonist mode | activation, % at 8.33 µM | 320,000 tested, 0.19% active | AID 540275, 2011; in the data active means activation above about 80%; inconclusive means between about 30% and that limit; further: 0% is about no effect
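Cells expressing TRPV1 were dye-loaded with Fluo-8 and read kinetically: 10 s baseline, 3 min after compound (agonist portion), then 2 min after EC20 capsaicin (allosteric enhancer portion). Calcium-bound dye fluorescence at 480/520 nm.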
KCNH2 WT inh = qHTS for Inhibitors of KCHN2 3.1: Wildtype qHTS. U2OS, BacMam KCNH2, thallium flux FluxOr; hits give low values. activity change, % at 1.84 µM. Voltage-gated inwardly rectifying potassium channel KCNH2 (Homo sapiens), Q12809. 340,000 tested, 0.37% active;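 active means maximum activity change below -70%; inconclusive means maximum activity change between -70% and -50%; inactive means maximum activity change above -50%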; further: on the % scale 0 is the no-effect control and ±100 the full control effect
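U2OS cells transduced with wild-type KCNH2 virus are loaded with FluxOr dye for 45 min, and thallium flux is measured in kinetic reads before and after stimulation buffer. Rate constants are normalized to DMSO controls.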
A-T KAP1 phos = qHTS Assay for Identifying a Potential Treatment of Ataxia-Telangiectasia. 320,000 tested, 0.19% active. AID 485349, 2010. Potency, µM (series often up to 57.5 µM), without a hit: at the highest dose activation, usual class: activators. […] A-T fibroblasts, KAP-1 phosphorylation AlphaLISA; neocarzinostatin DNA damage 30 min before lysis; further: potency means the concentration at half of the fitted maximal effect; % of control where 0% means no effect; nearly all actives have a fitted effect of over 45% in size
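ATM-like activity read as KAP-1 phosphorylation via AlphaLISA donor/acceptor antibody pairs after lysis and 6 hr at 25C. Cells were ATM-null patient fibroblasts ([…], hTERT), dosed 60 min, then exposed to the DSB inducer NCS for 30 min.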
Mito fusion act = qHTS Assay for Small Molecule Inhibitors of Mitochondrial Division or Activators of Mitochondrial Fusion; S. cerevisiae fusion-defective mutant growth rescue, CellTiterGlo 48 h; Potency, µM (top dose mostly 46.1 µM), for inactives: at the highest dose growth rescue (activation), hits mostly activators; 320,000 tested, 0.23% active; AID 485298, 2010;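 further: potency means the concentration at half of the fitted maximal effect; % of control where 0% means no effect; nearly all actives have a fitted effect of over 45% in size; temperature-sensitive fusion mutants such as fzo1-1 at 37 °C on non-fermentable ethanol glycerol medium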
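Luminescent cell viability in 1536-well qHTS format served as the measure of rescued growth in ts fusion-mutant S. cerevisiae cultured on non-fermentable YPEG for 48 hours at 37C.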
KCNH2 3.1 block = qHTS for Inhibitors of KCHN2 3.1: Mutant qHTS | Potassium voltage-gated channel subfamily H member 2, brain isoform KCNH2 3.1 (human) | U2OS KCNH2 3.1, thallium flux FluxOr; hits give low values | activity change, % (tested at about 1.8 µM) | 340,000 tested, 0.95% active | AID 720553, 2013;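 active means maximum activity change below -70%; inconclusive means maximum activity change from -70% to -50%; inactive means maximum activity change above -50%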;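 further: thallium influx rate constant from kinetic fluorescence after stimulation buffer; on the % scale 0 is the no-effect control and ±100 the full control effect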
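Channel expression came from 3.1 mutant virus (1.77 x 10^8 /mL) applied to suspended U2OS cells for 4 h. Flux was tracked with FluxOr dye plus Red40 quencher, and kinetic rate constants normalized to controls.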
* marks the source's active call; other numbers are inactive results; ? = inconclusive; nt = not tested or not shown; [ ] = dose if it differs, or a comment. Unless noted, the call rests on the fitted dose curve; in most records, active means well fitted curve in the direction sought with a large enough effect; inconclusive means small, poorly fitted or top-dose-only effect, or another doubt; inactive means no such curve, though single readings can be large; an effect the other way counts as inactive or inconclusive. An excerpt (hit frequency here may not be typical).

Values run as follows: TSHR antag	Eya2 inh	ELG1 repair inh	TCR act	USP2a block	TRPV1 ag	KCNH2 WT inh	A-T KAP1 phos	Mito fusion act	KCNH2 3.1 block
> O=C(O)C1CCCCC1C(=O)Nc1cccc(Br)c1 (stereo not drawn)
    -8	-2%	10%	5%	4%	-1	-5	7%	-10%	-9
> CCCS(=O)(=O)N1CCn2c(nc3ccccc32)C1
    1	-8%	?	4%	3%	2	-9	4%	1%	-8
> Cc1ccc2nc(SCC(=O)Nc3cc(C)on3)[nH]c2c1
    0	7%	10%	3%	1%	2	-4	-6%	-1%	3
> O=C(/C=C/Nc1ccc(F)cc1)c1ccc(Br)cc1
    -4	-2%	?	-4%	2%	0	26	1%	5%	-23
> Cc1cc(SCc2c(F)cccc2Cl)nc(=O)[nH]1
    15	4%	?	-2%	2%	-2	-1	3%	8%	4
> COc1ccc(NC(=O)c2cccc3c2C(=O)N(C2CCCCC2)C3)cc1
    20	1%	?	4%	2%	-5	5	6%	-21%	-29
> CC(C)CC(=O)N1CCC(O)(CS(=O)(=O)Cc2ccccc2Cl)CC1
    -2	2%	0%	-8%	3%	8	-3	0%	0%	1
> O=C(CN1C(=O)C2C3C=CC(C3)C2C1=O)NCCN1CCCc2ccccc21 (stereo not drawn)
    -9	12%	17%	-1%	1%	19	-1	-3%	1%	6
> O=C1CCCc2c1nc(-c1cccc(Cl)c1)n2O
    7	-5%	11%	-2%	3%	-5	6	-2%	-2%	-6
> CCN1CCN(CCC(=O)Nc2ccc(Br)c(C)c2)CC1
    4	2%	8%	2%	0%	6	19	4%	-2%	-9
> CCc1nnc(N/N=C/c2cccs2)n1N
    4	2%	-5%	-1%[46.1 µM]	3%	-1	1	6%	0%	3
> Cc1cccc(C(C)C)c1-n1nnnc1-c1ccccc1
    -18	-1%	-15%	-9%	5%	13	2	19%	3%	1
> OC(CN1CCCCC1)CN1CCCCC1
    38	8%	4%	3%	0%	2	-7	-8%	1%	-9
> COc1cccc(NC(=O)COc2ncnc3sc(C)c(C)c23)c1
    -4	-1%	-1%	2%	-1%	1	0	2%	2%	28
> COCc1cc(C)nc2sc(C(=O)N3CCCC3)c(N)c12
    6	-2%	6%	-9%	2%	4	-9	-2%	0%	22

The results go on:
Values run as follows: TSHR antag	Eya2 inh	ELG1 repair inh	TCR act	USP2a block	TRPV1 ag	KCNH2 WT inh	A-T KAP1 phos	Mito fusion act	KCNH2 3.1 block
> Brc1nc(Br)n(Cc2ccccc2)n1
    -5	-6%	-3%	8%	0%	11	-3	5%	-2%	-4
> CCn1nc(C(=O)OCC(=O)c2cc(C)n(Cc3cccs3)c2C)c2ccccc2c1=O
    -26	-28%	?	-2%	-1%	-2	2	1%	7%	10
> CCC(=O)c1ccc(N2CCN(C(=O)COc3ccccc3F)CC2)c(F)c1
    -2	-7%	?	0%	3%	20	10	3%	16%	-3
> CCOc1ccccc1N1CCN(S(=O)(=O)c2cc(C)ccc2OC)CC1
    -39	-5%	?	2%	1%	?	-1	7%	-16%	-3
> CC(=O)N(/C=C1\SC(=S)N(c2ccccc2)C1=O)c1ccccc1
    -6	14%	4%	-12%	-2%	-2	-11	-21%	-1%	21
> CC1CCc2c(sc(N)c2C(N)=O)C1 (stereo not drawn)
    3	11%	3%	-2%	-2%	1	-15	-12%	0%	-1
> COC(=O)CCC(=O)N1CN2CN(C(=O)CCC(=O)OC)CC([N+](=O)[O-])(C2)C1
    18	2%	?	-2%	-2%	-5	4	19%	0%	-3
> CC(C)CN(CC(C)C)C(=O)CN1C(=O)NC2(CCCc3ccccc32)C1=O (stereo not drawn)
    2	2%	?	-13%	-1%	4	-5	-4%	18%	-2
> CC12CCC(C(=O)Nc3ccc(SC(F)F)cc3)(CC1=O)C2(C)C (stereo not drawn)
    -20	-5%	-8%	-3%	0%	11	21	6%	3%	-9
> O=C(Nc1ccc(Cc2ccncc2)cc1)c1cc(F)c(F)cc1Cl
    3	-9%	5%	1%	1%	-1	-3	1%	3%	-7
> O=c1[nH]c(=O)c2nc(-c3ccc(Cl)cc3)cnc2[nH]1
    -3	2%	?	-3%	0%	-2	-3	-4%	1%	-26
> CC(=O)c1cccc(NC(=O)c2cccc(S(=O)(=O)N(C)C)c2)c1
    3	16%	12%	-3%	-2%	0	6	-3%	-4%	8
> COC(=O)CSCc1nc2ccccc2[nH]c1=O
    24	-1%	4%	-5%	2%	0	11	-4%	3%	-12
> Cc1ccc(NC(=S)NNC(=O)c2c(Cl)c(C)nn2C)cc1
    1	3%	-7%	0%[46.1 µM]	0%	16	3	3%	18%	4
> CN(CCOC(=O)c1ccc2c(c1)OCO2)C(C)(C)C
    9	-1%	-7%	-3%	0%	3	3	0%	1%	0

Going on with the list:
Values run as follows: TSHR antag	Eya2 inh	ELG1 repair inh	TCR act	USP2a block	TRPV1 ag	KCNH2 WT inh	A-T KAP1 phos	Mito fusion act	KCNH2 3.1 block
> CCOC(=O)c1sc(N(Cc2ccccc2)C(=O)COC(=O)c2cnccn2)nc1C
    -6	3%	4%	-3%	0%	4	-7	-2%	-1%	-92*
> CN1/C(=C\P(=O)(N(C)C)N(C)C)C(C)(C)c2ccccc21
    3	-10%	-1%	3%	3%	6	14	4%	2%	10
> CCCCNC(=O)Nc1cc(C(F)(F)F)c[nH]c1=O
    7	21%	8%	0%	-1%	7	-7	-3%	1%	-13
> COCCN(CCOC)Cc1c(O)ccc2c1O/C(=C\c1ccc(C)o1)C2=O
    -1	?	0%	-4%	?	4	-8	-14%	-6%	3
> CCOc1ccc(-n2c(SCC(=O)Nc3cc(OC)c([N+](=O)[O-])cc3C)nc3ccccc32)cc1
    -1	-7%	-1%	-5%[46.1 µM]	4%	19	-2	2%	-4%	nt
> COc1ccc2[nH]c(=O)c(CN(C(=O)NC3CCCCC3)C3CCCCC3)cc2c1
    -9	7%	1%	-8%	2%	9	7	11%	1%	-18
> COc1ccc([C@@H]2[C@@H]3C(=O)N(C(C)(C)C)C(=O)[C@@H]3[C@]3(C)C(=O)N(c4ccccc4)C(=O)N23)cc1
    -1	3%	11%	-1%	-1%	0	-11	7%	1%	1
> CCCOc1ccc(-c2nc(SCc3ccccc3)[nH]c(=O)c2C#N)cc1OC
    -6	-30%	1%	-1%	1%	-2	3	13%	-2%	11
> S=C(NCC1CCCO1)Nc1cccc2ccccc12 (stereo not drawn)
    16	-4%	-13%	-1%	0%	2	-2	6%	-15%	6
> O=C(COc1ccc(Br)cc1)NCCNC(=O)c1ccccn1
    -6	7%	-3%	-1%	0%	2	-8	6%	3%	12
> NC(=O)C1CCN(Cc2nc3cc(Cl)ccc3c(=O)[nH]2)CC1
    -1	-2%	-4%	-3%	0%	-3	-14	5%	3%	11
> CC12CCC(C/C1=N/OC(=O)c1cccc([N+](=O)[O-])c1)C2(C)C (stereo not drawn)
    2	10%	12%	-3%	2%	20	1	2%	-8%	-5
> COC(=O)COc1cccc(NC(=O)c2ccc(Cl)cc2)c1
    -13	2%	-2%	3%	-1%	8	20	-3%	2%	12

Rewritten as comma-separated lines: entries from further up
smiles,TSHR antag,Eya2 inh,ELG1 repair inh,TCR act,USP2a block,TRPV1 ag,KCNH2 WT inh,A-T KAP1 phos,Mito fusion act,KCNH2 3.1 block
COc1ccc2[nH]c(=O)c(CN(C(=O)NC3CCCCC3)C3CCCCC3)cc2c1,-9,7%,1%,-8%,2%,9,7,11%,1%,-18
CCCOc1ccc(-c2nc(SCc3ccccc3)[nH]c(=O)c2C#N)cc1OC,-6,-30%,1%,-1%,1%,-2,3,13%,-2%,11
COC(=O)COc1cccc(NC(=O)c2ccc(Cl)cc2)c1,-13,2%,-2%,3%,-1%,8,20,-3%,2%,12

3 of the entries above in order of their number in Eya2 inh, low to high:
molecule	Eya2 inh
CCCOc1ccc(-c2nc(SCc3ccccc3)[nH]c(=O)c2C#N)cc1OC	-30%
CCOc1ccccc1N1CCN(S(=O)(=O)c2cc(C)ccc2OC)CC1	-5%
COCc1cc(C)nc2sc(C(=O)N3CCCC3)c(N)c12	-2%

Source: PubChem (National Center for Advancing Translational Sciences (NCATS))
